Bioassay records: PubChem BioAssay, several laboratories
Peg3 prom inh = Peg3 promoter-driven luciferase inhibitors, primary screen, cell-based, HeLa, luciferase luminescence. inhibition, % at 20 µM. 1.7% of 360,000 active. HeLa PEG-Prom luciferase reporter, overnight;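 active = inhibition of at least 50% at 20 µM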
MITF TRPM1 inh = inhibitors of MITF-dependent TRPM1 promoter reporter, primary screen, cell-based, SK-MEL-5, single point, luciferase. inhibition, % at 12.5 µM. SK-MEL-5 TRPM1 promoter luciferase, 24 h. 0.83% of 330,000 active;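 active = mean inhibition across replicates of 60% or more, whatever share of single replicates reaches that level; inconclusive = some that reach 60%, reason not given; inactive = mean inhibition across replicates below 60%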; also: values of inactives mirror those of a sister screen read the other way
Vif inh = HIV Vif self-association inhibitors, primary screen, imaging, HEK293T, single point. HEK293T cells, Vif self-association by quenched fluorescence, 24 h. inhibition, % at 7.49 µM. 0.35% of 340,000 active. AID 602346, 2012; in the data active = inhibition above about 50%, passing the limit was not always enough; inconclusive = no clear call, values can overlap the other calls; inactive = below about 31%; also: some results filed as inactive read as strong as hits
CaV13 ICDI inh = Primary screen for inhibitors of IQ motif and Ca2+-dependent inactivation inhibitor domain binding in CACNA1D, Förster resonance energy transfer in living cells, …. HEK cells, CFP/YFP FRET ICDI-IQ, plate reader, 10 min; percent FRET-ratio fall versus neutral wells. inhibition, % at 12.3 µM. 0.098% of 340,000 active. AID 743397;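 active = mean replicate inhibition of at least 30% and at least 1% of replicates passing that level; inconclusive = only one of the two criteria is met; inactive = neither criterion is met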;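 also: 0% = median of the neutral control wells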
NR2E3 ag-1 = NR2E3 agonists in two-hybrid cells, primary screen, cell-based, luminescence, CHO-S, Gal4-NCOR/VP16-NR2E3; inhibition of corepressor binding, % at 3.98 µM; Photoreceptor-specific nuclear receptor (Homo sapiens), Q9Y5X4; AID 602229, 2012; luciferase; 0.35% of 360,000 active;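 active = inhibition above the mean of all tested compounds plus 3 SD, cut at about 70% in these data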;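 also: 0% = DMSO with NR2E3 transfected cells and 100% = cells lacking NR2E3 construct; higher means lower luciferase signal from less NR2E3 corepressor binding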
Target sequence (Q9Y5X4 whole entry, looked up, the tested form may be a part): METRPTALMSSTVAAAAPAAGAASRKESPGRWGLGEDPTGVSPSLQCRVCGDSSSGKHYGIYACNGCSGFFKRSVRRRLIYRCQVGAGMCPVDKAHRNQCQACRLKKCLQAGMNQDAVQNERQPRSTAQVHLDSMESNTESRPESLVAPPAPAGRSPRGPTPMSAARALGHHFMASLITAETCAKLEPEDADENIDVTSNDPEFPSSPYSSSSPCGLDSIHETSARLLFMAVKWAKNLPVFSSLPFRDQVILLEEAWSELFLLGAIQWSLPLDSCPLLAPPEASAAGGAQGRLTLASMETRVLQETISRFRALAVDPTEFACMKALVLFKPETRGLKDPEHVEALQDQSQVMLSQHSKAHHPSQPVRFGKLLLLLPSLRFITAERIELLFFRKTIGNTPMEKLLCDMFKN
NR2E3 ag-2 = inhibitors of NR2E3-RetCOR corepressor binding, primary screen, NR2E3 agonist project, biochemical, TR-FRET, GST-NR2E3, biotin-RetCOR; Photoreceptor-specific nuclear receptor (Homo sapiens), Q9Y5X4; 1536-well; inhibition of corepressor binding, % at 4.78 µM; 0.12% of 320,000 active; AID 2300, 2010;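 active = percent inhibition above the cutoff of mean plus 3 SD of all tested compounds, set per screening campaign, cut at about 20% in these data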;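 also: 0% = DMSO wells and 100% = biotin wells as full block of FRET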
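System: GST-tagged NR2E3 plus biotinylated RetCOR corepressor; Buffer or medium: pH 7.5 Tris-based buffer; Probe or stimulus: RetCOR corepressor, biotinylated, 7 nM; Doses: compound at 4.8 µM, single dose; Schedule: 5 h incubation at 4 °C; Technique: time-resolved FRET; Evaluation: percent inhibition of TR-FRET ratio; Replication: one well per compound, singlicate testing.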
PDI turbidity = inhibitors of human PDI, primary screen, biochemical, turbidity, single point, plate reader. 0.052% of 350,000 active. Protein disulfide-isomerase (Homo sapiens), P07237. PDI insulin aggregation turbidity, A650, 90 min. inhibition, % at 10 µM;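 active = mean inhibition across replicates of 30% or more, whatever share of single replicates reach that level; inconclusive = mean inhibition below 30% while every single replicate reaches 30%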;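 also: absorbance from insulin aggregation driven by PDI reduction with DTT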
Target sequence (P07237 whole entry, looked up): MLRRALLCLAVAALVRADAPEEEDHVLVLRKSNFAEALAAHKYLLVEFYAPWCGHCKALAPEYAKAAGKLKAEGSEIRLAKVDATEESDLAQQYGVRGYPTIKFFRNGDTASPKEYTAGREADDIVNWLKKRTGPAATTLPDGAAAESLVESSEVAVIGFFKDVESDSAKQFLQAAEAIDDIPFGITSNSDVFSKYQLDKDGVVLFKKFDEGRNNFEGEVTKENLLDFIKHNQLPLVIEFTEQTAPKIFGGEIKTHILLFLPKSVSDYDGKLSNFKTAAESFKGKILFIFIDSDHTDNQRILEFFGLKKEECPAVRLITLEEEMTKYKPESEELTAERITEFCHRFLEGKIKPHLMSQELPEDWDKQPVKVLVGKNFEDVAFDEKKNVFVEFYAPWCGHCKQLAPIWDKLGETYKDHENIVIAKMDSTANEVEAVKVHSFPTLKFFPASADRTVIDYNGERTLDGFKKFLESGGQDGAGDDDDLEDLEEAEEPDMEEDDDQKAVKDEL
Granule exo inh = LAMP-1 surface exposure blockers, TALL-104 cells – cell-based, flow cytometry, MLPCN library, primary screen. TALL-104 LAMP-1 surface exposure; cells stimulated with thapsigargin and PMA. inhibition, % at 10 µM. 0.66% of 360,000 active. AID 651702, 2012;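 active = inhibition above about 55%, limit read from the data; inconclusive = no clear call, values can overlap the other calls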
HIF-2a inh = HIF-2a reporter inhibitors, primary screen, luminescence, 786-0 RCC cells. inhibition, % at 18.8 µM. AID 624352, 2012. 0.72% of 360,000 active. 786-0 RCC cells HIF-2a reporter, luciferase luminescence, overnight;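 active = inhibition of the luminescence signal of 40% or more relative to plate controls, in a single-dose primary screen at 18.75 µM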
hiPSC survival = enhancers of single-cell hiPSC survival, primary screen, ATPlite luminescence | 0.044% of 360,000 active | 100% = ROCK inhibitor wells, 0% = DMSO | survival enhancement, % at 20 µM; in the data active = survival enhancement above about 18%;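 also: cells exposed to compounds for 16 hours before the ATP read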
aDG glyco up = activators of alpha-DG glycosylation, primary screen, uHTS, Pro5-aDG cells, AlphaScreen | alpha-DG glycosylation AlphaScreen (IIH6); 0% Pro5, 100% B10-LARGE cell signal | activation, % at 10 µM | 0.22% of 360,000 active;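 active = activation of at least 8% versus controls, or a plate z-score of at least 8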;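 also: Pro5 are CHO cells carrying HIG-tagged alpha-DG that lacks glycosylation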
* marks the source's active call; other numbers are inactive results; ? = inconclusive; nt = no result given.

SMILES	Peg3 prom inh	MITF TRPM1 inh	Vif inh	CaV13 ICDI inh	NR2E3 ag-1	NR2E3 ag-2	PDI turbidity	Granule exo inh	HIF-2a inh	hiPSC survival	aDG glyco up
O=C(/C=C/c1cccc([N+](=O)[O-])c1)NCc1cccnc1	9	10	nt	nt	-1	1	1	-2	10	-4.3	0.1
COc1ccc(/C=N/NC(=O)c2sc(C)nc2C)cc1	-115	6	16	-4	-81	3	4	2	-116	-1.6	-0.3
CCCCCc1c(O)nc(SCCN2CCOCC2)[nH]c1=O	-8	-1	-6	6	-11	2	0	0	7	0.8	-0.1
Cc1cc(C(=O)O)ccc1N/C=C1\CCCC(C)C1=O (stereo not given)	-50	7	-1	-5	-56	3	11	2	-42	3.1	-0.1
O=C(C1CCCN(S(=O)(=O)c2cccs2)C1)N1CCN(C2CCCCC2)CC1 (stereo not given)	2	-8	-12	0	-2	2	1	3	13	-0.2	-0.2
COc1cccc(CN(C)C(=O)CN2C(=O)NC3(CCCc4ccccc43)C2=O)c1 (stereo not given)	5	-1	15	-4	6	4	19	-2	5	-2.7	0.0
COC(=O)[C@]1(C)CCC[C@@]2(C)C3CC[C@@]4(C)C[C@]3(CCC21)CC(=O)N4 (stereo not given in full)	3	1	-5	-9	3	1	4	-6	12	-0.9	0.0
CCN1CCN(c2ccc(S(=O)(=O)N3CCOCC3)cc2NC(=O)c2ccc(C)c(C)c2)CC1	6	-3	0	-1	7	0	2	-4	-4	0.3	-0.1
COC(=O)c1c(NC(=O)C(=O)NCCCN2CCOCC2)sc2c1CCCC2	12	-3	-4	-6	-21	-4	12	6	-2	-0.6	-0.1
CC(C)Oc1ccc(CCC(=O)N/N=C/c2ccncc2)cc1	14	nt	46	-5	-5	2	-1	1	1	-0.2	0.0
N#C/C(=C1/CCCN1)c1ccccn1	-7	-9	nt	-7	-19	-5	-3	5	-12	0.2	0.0
CSCCC(NS(=O)(=O)c1ccc(C)cc1)C(=O)N(C)CC(=O)Nc1ccccc1Br (stereo not given)	10	12	-7	-2	18	nt	7	-6	4	9.5	-0.3
CC(C)C(=O)N(c1ccc2oc(=O)sc2c1)S(=O)(=O)c1ccccc1	2	11	-6	-7	-2	6	-2	0	-3	-2.9	-0.2
COC(=O)c1ccc(OC(=O)CS(=O)c2ccccc2[N+](=O)[O-])cc1 (stereo not given)	1	19	1	-5	-20	5	4	-3	3	-1.1	-0.2
COc1cc([N+](=O)[O-])ccc1NC(=O)CN1CCN(C(=O)c2ccco2)CC1	19	1	-2	5	-3	2	-3	2	24	0.6	-0.1
CCC(C)c1ccc(NC(=O)NCCN2CCCCC2)cc1 (stereo not given)	10	1	1	18	9	9	-7	38	15	-0.7	0.3
C=CC[C@H](CC(=O)NCCO)C(=O)N[C@@H](COC(=O)[C@H](CC=C)CC(=O)OC(C)(C)C)Cc1ccccc1	-4	-7	-2	-5	-16	nt	-5	-2	-5	0.0	-0.1
Cc1cc(C)cc(C(=O)NCCC(=O)NCc2cc(=O)n(C)c(=O)n2C)c1	1	5	1	-14	-29	-3	5	3	16	-0.1	0.1
O=C(NCCc1c[nH]c2ccccc12)/C(=C/c1ccco1)NC(=O)c1ccco1	-3	1	1	-5	2	-7	-2	2	12	-1.0	-0.1
CCNC(=O)C1CCCN(C(=O)c2ccc(OC)c(OC)c2)CC1 (stereo not given)	5	nt	-1	-5	-11	nt	-4	-1	5	-2.0	0.0
O=C1C=C(O)CC(c2cccs2)C1 (stereo not given)	7	5	2	-8	-12	4	-4	0	-7	0.7	0.2
CCn1cc(S(=O)(=O)NC2CCCCC2)cn1	6	12	-2	-6	-11	2	-1	0	5	-0.3	-0.2
CCc1n[nH]c2c1C(=O)CC(C)(C)C2	9	8	-5	nt	-18	2	-14	-3	12	0.5	0.2
O=C(NNC(=O)C1CC(=O)N(Cc2ccccc2)C1)c1ccc(F)cc1 (stereo not given)	-3	1	6	-6	1	-2	4	5	10	0.5	0.0
Cc1ccc(S(=O)(=O)N2CCN(C(=O)CCCOc3cccc(C)c3)CC2)cc1	13	11	-3	-5	-12	0	1	31	1	-0.4	0.3
SMILES	Peg3 prom inh	MITF TRPM1 inh	Vif inh	CaV13 ICDI inh	NR2E3 ag-1	NR2E3 ag-2	PDI turbidity	Granule exo inh	HIF-2a inh	hiPSC survival	aDG glyco up
Cc1ccc(C(=O)NCC(=O)N2CCCC(C(F)(F)F)C2)s1 (stereo not given)	-71	-15	-4	-6	-9	-1	-3	12	-82	-0.4	-0.6
CCOC(=O)C1(Cc2ccccc2)CCN(Cc2nccn2CC)CC1	13	1	-1	-5	0	6	2	4	13	-1.2	0.2
COc1ccc2c(c1)c1nc3ccccc3nc1n2CCCN1C(=O)c2ccccc2C1=O	14	-4	6	-6	-25	2	1	-4	19	0.2	-0.2
Cc1ccc(S(=O)(=O)CC(=O)Nc2nnc(C(C)C)s2)cc1	1	11	58*	-2	-18	3	-26	?	4	-0.3	-0.2
Cc1ccc(S(=O)(=O)N(CC(=O)NN=C2CCN(C)CC2)c2ccc(F)cc2)cc1	1	-1	-5	-7	-6	6	5	2	11	0.5	0.0
CCc1ccc(/C=C2\SC(N3CCOCC3)=NC2=O)cc1	-43	-20	13	-5	-9	1	0	-3	-55	-1.2	1.4
COc1cc(C)cc2c1OC(c1ccccc1)CC2=O (stereo not given)	-22	-5	22	-16	-19	nt	-3	15	-54	1.7	0.1
Cc1nc2ccccc2n1CC(=O)NC1CCCC1	19	1	-1	-3	8	1	-9	5	13	1.2	0.3
COc1ccc(C2NN=C(c3ccc(C)cc3)S2)cc1OC (stereo not given)	-251	-67	-10	-4	-101	6	0	6	-287	-2.0	-0.1
CN(C)S(=O)(=O)c1cccc(-c2nn(-c3ccccc3)cc2/C=C(/C#N)C(=O)NCc2ccco2)c1	14	6	1	-5	-7	-2	13	7	22	-0.8	-0.2
CC(=O)Nc1ccc(S(=O)(=O)N(C#N)c2nc(N(C)C)nc(N(C)C)n2)cc1	5	-27	-13	-19	-22	2	5	-5	16	0.3	-0.1
CSc1ncc(CN2CCC(C(=O)Nc3cccc(-c4cscn4)c3)CC2)cn1	23	27	-10	nt	15	4	-13	1	10	-0.1	-0.1
Cc1ccc(/C=C2/SC(=S)N(CCC(=O)N3CCOCC3)C2=O)cc1	-28	-3	-13	-3	-8	1	3	-3	-5	-0.2	0.6
COc1ccc(C(C)=O)cc1COC(=O)[C@H](Cc1ccccc1)NC(=O)c1ccco1	-5	10	7	-1	-2	nt	6	24	-2	-2.4	-0.3
CN1CCN(CC/C=C2/c3ccccc3Sc3ccc(S(=O)(=O)N(C)C)cc32)CC1	-89	0	-6	-5	-13	3	1	-1	-207	-1.1	0.3
Cc1ccc(S(=O)(=O)N2CCN(Cc3nc4ccccc4n3C)CC2)cc1	4	12	16	nt	13	3	-4	-3	24	1.1	0.5
Brc1ccc2ncnc(NCc3ccco3)c2c1	-40	-6	-13	-5	45	2	10	-2	-18	-1.2	3.9
NC(=O)CC(NC(=O)Cc1ccc(Br)cc1)c1ccc(N2CCC(Br)CC2)c([N+](=O)[O-])c1 (stereo not given)	27	3	3	-10	-8	-2	-4	-6	-8	-0.1	0.1
O=C(Nc1ccc2nc(-c3cccnc3)[nH]c2c1)C1CCCCC1	-90	-54	nt	nt	-5	-7	-9	-3	-71	-3.3	0.3
CC1=CCC(C(=O)O)C(C(=O)Nc2ccc(-c3nc4ccc(C)cc4s3)cc2)C1 (stereo not given)	-124	-15	14	-5	50	2	6	2	-79	-0.3	0.0
NS(=O)(=O)c1ccc(NC(=O)CN2CCN(Cc3ccccc3)CC2)cc1	5	-1	-1	nt	-18	2	22	1	10	9.0	-0.2
CC1CCN(C(=O)c2cc3nc(C4CC4)cc(C(F)(F)F)n3n2)CC1	5	-8	-15	-5	-4	5	-13	0	-1	2.3	0.3

Part of the list above in order of formula weight, smallest number first.
SMILES	Peg3 prom inh	MITF TRPM1 inh	Vif inh	CaV13 ICDI inh	NR2E3 ag-1	NR2E3 ag-2	PDI turbidity	Granule exo inh	HIF-2a inh	hiPSC survival	aDG glyco up
Cc1nc2ccccc2n1CC(=O)NC1CCCC1	19	1	-1	-3	8	1	-9	5	13	1.2	0.3
COc1cc(C)cc2c1OC(c1ccccc1)CC2=O (stereo not given)	-22	-5	22	-16	-19	nt	-3	15	-54	1.7	0.1
Brc1ccc2ncnc(NCc3ccco3)c2c1	-40	-6	-13	-5	45	2	10	-2	-18	-1.2	3.9
O=C(Nc1ccc2nc(-c3cccnc3)[nH]c2c1)C1CCCCC1	-90	-54	nt	nt	-5	-7	-9	-3	-71	-3.3	0.3
CC1CCN(C(=O)c2cc3nc(C4CC4)cc(C(F)(F)F)n3n2)CC1	5	-8	-15	-5	-4	5	-13	0	-1	2.3	0.3
Cc1ccc(/C=C2/SC(=S)N(CCC(=O)N3CCOCC3)C2=O)cc1	-28	-3	-13	-3	-8	1	3	-3	-5	-0.2	0.6
NS(=O)(=O)c1ccc(NC(=O)CN2CCN(Cc3ccccc3)CC2)cc1	5	-1	-1	nt	-18	2	22	1	10	9.0	-0.2
CSc1ncc(CN2CCC(C(=O)Nc3cccc(-c4cscn4)c3)CC2)cn1	23	27	-10	nt	15	4	-13	1	10	-0.1	-0.1
NC(=O)CC(NC(=O)Cc1ccc(Br)cc1)c1ccc(N2CCC(Br)CC2)c([N+](=O)[O-])c1 (stereo not given)	27	3	3	-10	-8	-2	-4	-6	-8	-0.1	0.1

Another view of 2 compounds above.
SMILES | Peg3 prom inh | MITF TRPM1 inh | Vif inh | CaV13 ICDI inh | NR2E3 ag-1 | NR2E3 ag-2 | PDI turbidity | Granule exo inh | HIF-2a inh | hiPSC survival | aDG glyco up
Cc1ccc(S(=O)(=O)N2CCN(Cc3nc4ccccc4n3C)CC2)cc1 | 4 | 12 | 16 | nt | 13 | 3 | -4 | -3 | 24 | 1.1 | 0.5
COc1ccc(C(C)=O)cc1COC(=O)[C@H](Cc1ccccc1)NC(=O)c1ccco1 | -5 | 10 | 7 | -1 | -2 | nt | 6 | 24 | -2 | -2.4 | -0.3
